# TRHR agonist: TRH receptor (human) agonism; P34981; hit rate 0.18% among 360,000; AID 493084; activation, % at 2 µM; TRHR cells, calcium flux fluo-8, FDSS agonist mode; in the data active means activation above about 30%; further: 0% is about no effect
#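 Read-out: compound-evoked intracellular calcium rise in TRHR cells, fluo-8 dye, kinetic FDSS fluorescence at 1 s/cycle following a 10-cycle baseline. Cells cultured overnight before dye loading (30 min–1.5 h, RT).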
# D2 antag: antagonists of human D2 dopamine receptor; HEK293 TREx D2 cells, calcium flux, dopamine EC80; hit rate 2% among 340,000; inhibition, % at 10 µM; in the data active means inhibition above about 30%; further: 0% is about no effect
#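 Antagonism is scored as inhibition of an EC80 dopamine-evoked calcium signal in a force-coupled, tetracycline-inducible HEK293 T-REx D2 line, with compound present 180 s before agonist.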
# mIDH1 inhibitor: human IDH1 R132H inhibition | O75874 | IDH1-R132H enzyme, NADPH consumption, diaphorase/resazurin fluorescence | Potency, µM (top dose mostly 76.6 µM), without a hit: at the top dose activity change, negative = inhibition, most hits filed as inhibitors | hit rate 0.093% among 390,000; further: potency means the concentration at half of the fitted maximal effect; on the % scale 0 is the no-effect control and ±100 the full control effect; nearly all actives have a fitted effect of over 65% in size
# Target sequence (O75874 whole entry R132H, stated change not applied): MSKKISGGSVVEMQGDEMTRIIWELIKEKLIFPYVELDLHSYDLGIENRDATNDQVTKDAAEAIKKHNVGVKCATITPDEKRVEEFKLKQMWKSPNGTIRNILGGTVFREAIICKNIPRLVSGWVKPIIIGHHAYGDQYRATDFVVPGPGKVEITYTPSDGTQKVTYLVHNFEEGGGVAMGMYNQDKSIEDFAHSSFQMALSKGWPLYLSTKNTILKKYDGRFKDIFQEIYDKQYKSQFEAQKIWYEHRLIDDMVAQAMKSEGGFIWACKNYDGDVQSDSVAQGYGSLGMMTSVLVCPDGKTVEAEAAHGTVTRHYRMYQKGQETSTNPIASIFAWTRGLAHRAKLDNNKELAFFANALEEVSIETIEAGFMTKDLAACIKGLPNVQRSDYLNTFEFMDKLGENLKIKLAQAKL
#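 IDH1-R132H (0.5 ug/mL) preincubated 30 min with compound, then NADPH (0.016 mM) and alpha-KG (2 mM) added; 80 min at RT, pH 7.5. Remaining NADPH coupled via diaphorase/resazurin to fluorescence (540/590 nm); concentration-response curves normalized to no-enzyme control.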
# TrxR1 substrate: is turned over as a substrate by rat TrxR1 | purified TrxR1 substrate turnover, NADPH consumption readout | Potency, µM (doses to about 114 µM), for inactives: at the top dose activity change, negative = substrate turnover | O89049 | hit rate 0.01% among 390,000; further: potency means the concentration at half of the fitted maximal effect; on the % scale 0 is the no-effect control and ±100 the full control effect; nearly all actives have a fitted effect of over 50% in size
# Target sequence (O89049 whole entry, looked up): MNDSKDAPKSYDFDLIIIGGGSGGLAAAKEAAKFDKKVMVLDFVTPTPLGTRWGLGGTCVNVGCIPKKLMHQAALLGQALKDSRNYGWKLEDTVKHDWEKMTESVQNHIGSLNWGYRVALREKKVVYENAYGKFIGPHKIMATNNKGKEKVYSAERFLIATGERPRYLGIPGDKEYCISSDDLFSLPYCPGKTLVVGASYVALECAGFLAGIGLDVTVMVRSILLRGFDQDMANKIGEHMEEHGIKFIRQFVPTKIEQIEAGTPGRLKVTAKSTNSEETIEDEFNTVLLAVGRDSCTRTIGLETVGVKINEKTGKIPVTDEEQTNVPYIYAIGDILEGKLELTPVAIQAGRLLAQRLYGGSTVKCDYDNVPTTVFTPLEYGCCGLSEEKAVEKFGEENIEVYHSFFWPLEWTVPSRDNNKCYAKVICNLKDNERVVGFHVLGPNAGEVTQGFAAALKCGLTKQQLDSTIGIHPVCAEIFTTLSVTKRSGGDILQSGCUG
#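 Rat TrxR1, dispensed at 90 nM, was prereduced with 400 uM NADPH (final) for 5 min at ~22 deg C, then incubated with compound 15 min before 400 uM selenite. A first-read NADPH fluorescence drop versus no-compound background flagged substrates.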
# PI4K2A inh: blocks human PI4K2A kinase activity; purified PI4K2A, ADP-Glo luminescence, 1 h; hits give low values; hit rate 0.13% among 420,000; activity change, negative = inhibition, % at 76.9 µM; Q9BTU6; AID 1346378; in the data active means activity change below about -50%; inconclusive means mostly about -30% to -49%;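 further: -100% = wells without enzyme as full effect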
#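 In this quantitative HTS, ADP production by PI4K2A was quantified luminescently after 1 h at ambient temperature; 100 microM adenosine served as plate-quality control.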
# USP1 inh: inhibitors of human USP1/UAF1 deubiquitinase; hit rate 0.23% among 390,000; O94782; Potency, µM (doses to about 57.1 µM), for the others: at the highest dose activity change, negative = inhibition, actives largely listed as inhibitors; recombinant USP1/UAF1, Ub-Rhodamine cleavage fluorescence; further: potency means the concentration at half of the fitted maximal effect; on the % scale 0 is the no-effect control and ±100 the full control effect; nearly all actives have a fitted effect of over 60% in size; inactives centre near -12
#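 In this screen, compounds sit with the deubiquitinase complex (1nM) for 15 min at room temperature before Ub-Rho is added at 150nM final. Fluorescence rise is then followed for 6 reads every 60 seconds.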
# TrxR1 inh: rat TrxR1 inhibition. O89049. recombinant rTrxR1, NADPH fluorescence consumption, selenite substrate. Potency, µM (doses to about 114 µM), inactives show top-dose activity change, negative = inhibition, most hits filed as inhibitors. hit rate 1% among 390,000. AID 588453; further: potency means the concentration at half of the fitted maximal effect; on the % scale 0 is the no-effect control and ±100 the full control effect; nearly all actives have a fitted effect of over 65% in size
#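 Rat TrxR1 (90 nM in the dispensed reagent) was pre-reduced with 400 uM NADPH for 5 min at room temperature, then incubated with compound for 15 min. After 400 uM selenite was added, NADPH fluorescence (Ex 340/Em 450 nm) was followed for 8 min.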
# D2 ag: activates the human D2 dopamine receptor; hit rate 0.53% among 340,000; HEK293 T-REx D2 cells, calcium flux agonist mode; AID 485358; activation, % at 2 µM; P14416;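 active means activation over 3 SD above normal in the single-dose calcium agonist read, cut at about 30% in these data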; further: 0% is about no effect
#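 Tetracycline-induced HEK293 Trex cells with D2 receptor force-coupled to calcium signaling, plated overnight at 30 C and loaded with no-wash calcium dye. Calcium flux read kinetically for 180 s after compound addition; responses flag agonists.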
# TRHR enhancer: allosteric enhancers of human TRH receptor; P34981; TRHR cells, fluo-8 calcium fluorescence, EC20 TRH enhancement; enhancement, % at 2 µM; hit rate 0.66% among 360,000; in the data active means enhancement above about 30%; further: 0% is about no effect
#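 Enhancer read-out: after compound pinning and an initial kinetic agonist-mode read, an EC20 of TRH (10 nM final) was injected and fluo-8 calcium signal (Ex 480/Em 530) followed at 1 s/cycle for 100 cycles in TRHR-expressing cells.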
# * marks the source's active call; other numbers are inactive results; ? = inconclusive; . = not tested or not shown; [ ] = another dose, or the depositor's remark. Unless noted, the call rests on the fitted dose curve; in most records, active means well fitted inhibition curve with a large enough effect; inconclusive means small, poorly fitted or top-dose-only effect; inactive means no such curve, though single readings can be large or run the other way.
SMILES,TRHR agonist,D2 antag,mIDH1 inhibitor,TrxR1 substrate,PI4K2A inh,USP1 inh,TrxR1 inh,D2 ag,TRHR enhancer
COc1cc(C)ccc1OCCON1C(=O)CCC1=O,-0.2,-5,3%,3%,7,-16%,17%,1.1,4
O=C(COC(=O)c1ccc2ncsc2c1)NC(=O)NCc1ccccc1,0.7,-5,-2%,-1%,-6,-25%,-1%,-1.2,1
COCCN(C(=O)CNC(=O)c1ccco1)C(C(=O)NC1CCCC1)c1ccccc1 (configuration not stated),0.7,-14,1%,-2%[57.1 µM],0,-15%,17%[57.1 µM],3.8,-3
O=C(CCc1ccccc1)Nc1ccc(F)cc1F,-0.2,-13,3%,6%,-1,5%,27%,-0.5,1
O=C(/C=C/c1ccc(Cl)c(Cl)c1)Nc1cccnc1,.,.,0%,5%,1,-21%,5%,.,.
N#Cc1ccccc1Cn1c(SCC(=O)Nc2ccc(F)cc2)nc2ccccc21,0.3,.,-9%,1%[57.1 µM],3,5%,-1%[57.1 µM],-2.4,6
COCCNC(=O)c1ccc(C)cc1C,0.0,-24,5%,6%[57.1 µM],-4,-10%,20%[57.1 µM],0.1,2
CC1(C)C2C/C(=N\O)C(C)(/[N+]([O-])=C/c3cccc([N+](=O)[O-])c3)CC21 (configuration not stated),0.3,8,21%,4%[57.1 µM],2,-4%,14%[57.1 µM],0.3,0
CCOc1ccc(OCCC(=O)OCC(=O)Nc2cc(S(=O)(=O)N3CCOCC3)ccc2C)cc1,-0.6,-4,3%,5%,3,-5%,?,0.2,-12
Cc1cc(C)c(O)c(C2(O)C(=O)c3ccccc3C2=O)c1,0.6,1,6%,6%[57.1 µM],-2,-1%,24%[57.1 µM],2.8,1
COc1ccc(NC(=O)CN2C(=O)C(c3ccccc3)=NC23CCC(C)CC3)cc1Cl (configuration not stated),1.2,.,.,-3%,3,-22%,25%,-0.4,2
O=C(Nc1ccc(-c2nnc3n2CCCCC3)cc1)c1ccco1,-0.1,0,0%,-8%,7,-4%,1%,-0.3,3
O=C(NCc1ccccn1)c1ccccc1-c1ccccc1,0.2,-9,8%,-15%,-3,-19%,-20%,-0.4,0
Cc1ccc(CCNC(=O)c2cc(C)nn2-c2ccccc2)cc1,0.2,-13,2%,-3%,0,-11%,5%,-0.1,-1
CCc1ccccc1NC(=O)C1CCN(C(=O)c2cccs2)CC1,0.4,.,-5%,8%,2,-14%,22%,.,6
COc1cc(OC)c(NC(=O)N2CCc3c(sc4c3CCCC4)C2c2ccccc2)cc1Cl (configuration not stated),1.5,.,-10%,0%[57.1 µM],-3,-9%,20%[57.1 µM],0.7,-2
CCN(C[C@H]1N[C@@](CC)(C(=O)OC)[C@H]2C(=O)N(C)C(=O)[C@@H]12)C(=O)COC,.,.,1%[38.3 µM],4%,2,-8%,26%,.,.
CN(C)c1nc(Oc2ccc(=O)n(-c3ccccc3)n2)nc(N2CCOCC2)n1,-0.6,17,7%,3%,2,-14%,6%,0.1,2
O=C1[C@@H](Oc2ccccc2)[C@@H](c2ccncc2)N1c1ccccc1,.,.,8%,3%,0,-13%,11%,.,.
CCC(C)NC(=O)CCC(=O)Nc1ccc2nc(N3CCOCC3)cc(C)c2c1 (configuration not stated),-0.4,-5,7%,77%[57.1 µM],9,-14%,-9%[11.4 µM],0.0,3

# 10 of the compounds above, with tabs.
SMILES	TRHR agonist	D2 antag	mIDH1 inhibitor	TrxR1 substrate	PI4K2A inh	USP1 inh	TrxR1 inh	D2 ag	TRHR enhancer
COc1cc(C)ccc1OCCON1C(=O)CCC1=O	-0.2	-5	3%	3%	7	-16%	17%	1.1	4
O=C(COC(=O)c1ccc2ncsc2c1)NC(=O)NCc1ccccc1	0.7	-5	-2%	-1%	-6	-25%	-1%	-1.2	1
COCCN(C(=O)CNC(=O)c1ccco1)C(C(=O)NC1CCCC1)c1ccccc1 (configuration not stated)	0.7	-14	1%	-2%[57.1 µM]	0	-15%	17%[57.1 µM]	3.8	-3
O=C(CCc1ccccc1)Nc1ccc(F)cc1F	-0.2	-13	3%	6%	-1	5%	27%	-0.5	1
O=C(/C=C/c1ccc(Cl)c(Cl)c1)Nc1cccnc1	.	.	0%	5%	1	-21%	5%	.	.
N#Cc1ccccc1Cn1c(SCC(=O)Nc2ccc(F)cc2)nc2ccccc21	0.3	.	-9%	1%[57.1 µM]	3	5%	-1%[57.1 µM]	-2.4	6
COCCNC(=O)c1ccc(C)cc1C	0.0	-24	5%	6%[57.1 µM]	-4	-10%	20%[57.1 µM]	0.1	2
CC1(C)C2C/C(=N\O)C(C)(/[N+]([O-])=C/c3cccc([N+](=O)[O-])c3)CC21 (configuration not stated)	0.3	8	21%	4%[57.1 µM]	2	-4%	14%[57.1 µM]	0.3	0
CCOc1ccc(OCCC(=O)OCC(=O)Nc2cc(S(=O)(=O)N3CCOCC3)ccc2C)cc1	-0.6	-4	3%	5%	3	-5%	?	0.2	-12
Cc1cc(C)c(O)c(C2(O)C(=O)c3ccccc3C2=O)c1	0.6	1	6%	6%[57.1 µM]	-2	-1%	24%[57.1 µM]	2.8	1

# The results go on.
SMILES,TRHR agonist,D2 antag,mIDH1 inhibitor,TrxR1 substrate,PI4K2A inh,USP1 inh,TrxR1 inh,D2 ag,TRHR enhancer
CCOc1cc(-c2nc3c(c(CC)nn3-c3ccccc3)c3cc(OC)c(OC)cc23)ccc1O,0.3,.,4%,40%[activator],-1,?,14%,.,4
COc1ccc(N(CC(=O)N/N=C(\C)c2cccs2)S(=O)(=O)c2ccccc2)cc1Cl,0.3,-14,.,.,.,.,.,1.9,1
Cc1cc(C)cc(SCc2noc(C(=O)NCCC(C)C)c2C(=O)NCCC(C)C)c1,.,.,5%,1%[57.1 µM],-3,-17%,36%,.,.
Cc1cc(C2=NNC(=NC3CC3)SC2)c(C)n1-c1c(C)n(C)n(-c2ccccc2)c1=O,0.4,-5,0%,-4%,-1,-1%,-5%[57.1 µM],1.0,3
CSc1ncc(C(=O)N2CCN(c3cccc(C(F)(F)F)c3)CC2)c(C)n1,-1.2,.,3%,-6%,0,-8%,9%,-0.4,-2
CCCCc1cc(=O)oc2c(C)c(OCC(=O)NCC3CCC(C(=O)O)CC3)ccc12 (configuration not stated),-0.2,8,-10%,33%,0,12%,-6%,-0.5,-1
O=C(CCCCCn1c(=O)[nH]c2ccccc2c1=O)N1CCN(Cc2ccc3c(c2)OCO3)CC1,-1.0,5,2%,-5%,2,-3%,-14%,35*,-5
COc1ccccc1-n1c(-c2ccc(C)cc2)cn2c3c(=O)n(C)c(=O)n(C)c3nc12,0.6,.,?,-6%[57.1 µM],-1,-6%,-1%[57.1 µM],0.9,-9
COC(=O)c1ccccc1Oc1ccc(NC(=O)CCCl)cc1,0.0,-2,-8%,-1%[57.1 µM],0,2%,18%[57.1 µM],0.1,-7
CC1CN(C(=O)CCC(=O)NCc2cccnc2)c2ccccc2O1 (configuration not stated),0.6,35*,9%,-7%[57.1 µM],-10,-20%,26%,0.1,-2
Cc1ccc2c(c1)CCCN2C(=O)c1ccncc1,-0.2,18,2%,8%[57.1 µM],-11,-15%,27%[57.1 µM],0.4,-4
Cc1cc(C(=O)N2CCC(C(=O)O)CC2)c(C)o1,-0.6,-16,1%,13%[57.1 µM],1,-5%,10%[57.1 µM],-0.9,0
O=C(CSc1nc2c(cnn2-c2ccc(F)cc2)c(=O)[nH]1)N1CCCc2ccccc21,-0.6,-17,-8%,6%[57.1 µM],2,-8%,6%[57.1 µM],-0.8,19
O=C(Nc1ccc2nc(C3CC3)n(Cc3ccc(F)cc3)c(=O)c2c1)c1ccco1,0.2,-1,6%,-2%,-5,-17%,5%,0.5,2
N#Cc1ccccc1OCC(=O)NNC(=O)CCNC(=O)c1ccccc1,.,.,4%,6%,4,9%,28%,.,.
Cc1ccc2[nH]c(=O)c(CN(Cc3nnnn3C3CCCC3)C3CCCCC3)cc2c1,-0.7,.,3%,-6%,3,-4%,2%,.,8
O=[N+]([O-])c1ccc(S(=O)(=O)Nc2ncccn2)cc1,-1.6,.,23%,7%,1,-7%,33%[activator],.,4
COc1ccccc1N1CCN(/N=C/c2cc(OC)c(OC(C)=O)c(OC)c2)CC1,-0.5,-3,3%,1%,4,-8%,11%,0.1,4
CN(Cc1nc2ccccc2c(=O)[nH]1)C(=O)c1ccc(S(=O)(=O)N(C)C)cc1,-0.6,-2,13%,1%,-3,-1%,13%,0.5,4
C=CCc1cccc(/C=N/c2ncccc2O)c1O,0.6,.,7%,11%,-18,-23%,14µM*,.,-7
CN(CC(=O)Nc1ccc(F)cc1)C(=O)Cn1c(=O)oc2ccccc21,0.9,11,-6%,-1%,0,-13%,-3%,-0.1,7
Cn1c(SCc2ccccc2)nccc1=O,.,.,5%,-5%[57.1 µM],3,-19%,5%[57.1 µM],.,.
O=C(NNc1nc2c(F)cc(F)cc2s1)c1ccccc1,-0.3,-24,-7%,-2%,-7,-18%,10%,0.6,-4
COc1ccc(C2=NN(C(=O)c3cccs3)C(O)(C(F)(F)F)C2)cc1 (configuration not stated),-0.7,-11,-3%,-3%,2,-28%,2%,-0.6,-6
Cc1cccc(C2c3[nH]c4ccccc4c3CCN2Cc2cnn(-c3ccc(F)cc3)c2)n1 (configuration not stated),0.1,12,4%,-22%[57.1 µM],-11,-11%,16%[57.1 µM],0.7,-1
O=[N+]([O-])c1c(Nc2ccccn2)cc(Cl)c2nonc12,0.2,-3,1%,-12%,?,.,1.3µM*,2.3,2
CCOc1cc(NC(=S)NCC2CCCO2)c(OCC)cc1NC(=O)c1ccccc1 (configuration not stated),-0.7,-29,-3%,-12%,-2,-24%,?,-0.7,0
Cc1cccc2c1nc(-c1ccccc1)n1nnnc21,-1.0,2,0%,18%,-1,-4%,24%,-0.4,3
COc1cc2nc(SCC(=O)Nc3cccc(C)c3)n3nc(CCn4c(C)nc5ccccc54)nc3c2cc1OC,-1.0,.,.,-3%,-2,-8%,1%,-1.0,15

# From PubChem
